EPAC1 agonist: qHTS for Agonist of cAMP-regulated guanine nucleotide exchange factor 3 (EPAC1): primary screen | hit rate 0.073% among 360,000 | Rap guanine nucleotide exchange factor 3 (Homo sapiens), O95398 | EPAC1 agonist qHTS, biochemical assay; response scale: 100% = response to 6.5 mM cAMP | Potency, µM (top dose mostly 154 µM), without a hit: at the top dose activation, most hits filed as activators; further: potency means the concentration at half of the fitted maximal effect; nearly all actives have a fitted effect of over 60% in size
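Fluorescent GDP-exchange assay: 100 nM EPAC1 with 250 nM Rap1B preloaded with BODIPY-GDP and 50 uM GDP; compounds tested as concentration series, 5 min at room temperature, then read every 5 min for 30 min (ex 480/em 540 nm); normalized to 6.5 mM cAMP.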
FUS suppressor: qHTS for Suppressors of FUS Proteinopathy: Primary screen using FUS-linked yeast assay; S. cerevisiae FUS-expressing, growth rescue, OD600, 24 h; Potency, µM (titrated, usually from 76.6 µM), for the others: at the top dose growth rescue (activation), most hits filed as activators; hit rate 0.24% among 390,000;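 further: potency means the concentration at half of the fitted maximal effect; plate controls were DMSO vehicle for no effect and reference control for full effect; nearly all actives have a fitted effect of over 55% in size; some results filed as inactive show a strong effect at the top dose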
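Compound concentration series was pinned onto galactose-induced FUS-expressing yeast seeded at OD 0.005. Plates sat 24hr at 30C; absorbance at 600 nm gave growth. DMSO served as background control.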
EPAC1 antagonist: qHTS for Antagonist of cAMP-regulated guanine nucleotide exchange factor 3 (EPAC1): primary screen; EPAC1 GEF assay, Rap1b-BODIPY-GDP exchange fluorescence; Potency, µM (highest dose often 115 µM), without a hit: top-dose activity change, negative = inhibition, actives largely listed as inhibitors; hit rate 0.14% among 360,000;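 further: potency means the concentration at half of the fitted maximal effect; plate controls were vehicle for no effect and positive control for full effect; nearly all actives have a fitted effect of over 50% in size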
PLK1 PBD inh: qHTS for Inhibitors of PLK1-PDB (polo-like kinase 1 - polo-box domain): Primary Screen. Potency, µM, for the others: max response, negative = inhibition, usual class: inhibitors. hit rate 2.8% among 360,000. Plk1 PBD binding of FITC phosphopeptide, fluorescence polarization; further: potency means the concentration at half of the fitted maximal effect; series mostly up to about 57 µM; on the % scale 0 is the no-effect control and ±100 the full control effect; nearly all actives have a fitted effect of over 65% in size
Target sequence (P53350 whole entry, looked up, the tested form may be a part): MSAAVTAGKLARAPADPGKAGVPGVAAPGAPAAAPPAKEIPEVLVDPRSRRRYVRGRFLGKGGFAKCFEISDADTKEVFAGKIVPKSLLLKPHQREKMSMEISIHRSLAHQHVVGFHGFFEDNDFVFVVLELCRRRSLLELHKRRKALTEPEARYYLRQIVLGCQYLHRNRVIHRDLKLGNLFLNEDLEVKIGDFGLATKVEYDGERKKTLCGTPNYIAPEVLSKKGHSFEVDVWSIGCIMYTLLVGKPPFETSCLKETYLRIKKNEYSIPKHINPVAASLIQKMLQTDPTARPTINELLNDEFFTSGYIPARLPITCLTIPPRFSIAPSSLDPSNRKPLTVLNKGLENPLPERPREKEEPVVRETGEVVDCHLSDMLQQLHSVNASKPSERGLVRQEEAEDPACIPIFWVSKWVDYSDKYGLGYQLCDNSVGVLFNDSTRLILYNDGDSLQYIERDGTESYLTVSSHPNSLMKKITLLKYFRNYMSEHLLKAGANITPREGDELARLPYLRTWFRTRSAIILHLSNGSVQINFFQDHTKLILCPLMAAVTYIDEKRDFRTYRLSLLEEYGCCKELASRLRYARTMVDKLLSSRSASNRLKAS
IL2 activator: qHTS of IL-2 Activators; activation, % (series mostly up to about 46 µM); IL-2 activation reporter assay, cell-based qHTS; stimulated with anti-CD3/CD4/CD28 beads; in transgenic mouse T cells; hit rate 0.065% among 360,000; in the data active means activation above about 50%; inconclusive means mostly about 30% to 49%; further: 0% is about no effect
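Readout is EGFP and DsRed signal by fluorescent plate cytometry after 18 h at 37 degrees C. Transgenic mouse T cells (750/well) received compound for 60 min before bead stimulation (anti-CD3, anti-CD4, anti-CD28); memory T cells served as non-tolerant control.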
Abeta yeast res: qHTS for compounds that reverse cellular toxicity of Amyloid beta (A-beta) peptide in yeast: Primary Screen. yeast expressing A-beta42, growth rescue, OD600, 48 h; response scale: 0% DMSO, 100% iron-clioquinol control. Potency, µM (highest dose often 46.1 µM), without a hit: top-dose growth rescue, hits mostly activators. hit rate 0.063% among 410,000. AID 1347071, 2019; further: potency means the concentration at half of the fitted maximal effect; nearly all actives have a fitted effect of over 55% in size
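Yeast growth medium received pinned compounds, then yeast cells expressing toxic A-beta were added; plates incubated at 30 C for 48 hr. Growth read as absorbance at 600 nm, normalized to DMSO and equimolar FeCl3 plus clioquinol controls.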
aSyn rescue: qHTS of alpha-syn Inhibitors; Yeast expressing alpha-synuclein, growth rescue, BacTiter-Glo, 24 h; Potency, µM (titrated, usually from 46.1 µM), for inactives: at the highest dose growth rescue (activation), usual class: activators; hit rate 0.14% among 370,000; further: potency means the concentration at half of the fitted maximal effect; % of control where 0% means no effect; nearly all actives have a fitted effect of over 65% in size
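Rescue of yeast growth: cells expressing toxic alpha-synuclein, induced in galactose at OD600 0.02, incubated with compound 24 h at 30 C. ATP luminescence quantified growth; inhibitors of toxicity appear as activators.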
PI5P4K alpha inh: qHTS for Inhibitors of phosphatidylinositol 5-phosphate 4-kinase (PI5P4K) | PI5P4Kalpha enzyme, ADP-Glo luminescence, 60 min; hits give low values | max response, % | hit rate 1.2% among 330,000 | AID 652105, 2013; active means max response of -50% or lower; inconclusive means between -30% and -50%; inactive means -30% or higher; further: value at the top dose of about 77 µM; on the % scale 0 is the no-effect control and ±100 the full control effect
Target sequence (P48426 whole entry, looked up): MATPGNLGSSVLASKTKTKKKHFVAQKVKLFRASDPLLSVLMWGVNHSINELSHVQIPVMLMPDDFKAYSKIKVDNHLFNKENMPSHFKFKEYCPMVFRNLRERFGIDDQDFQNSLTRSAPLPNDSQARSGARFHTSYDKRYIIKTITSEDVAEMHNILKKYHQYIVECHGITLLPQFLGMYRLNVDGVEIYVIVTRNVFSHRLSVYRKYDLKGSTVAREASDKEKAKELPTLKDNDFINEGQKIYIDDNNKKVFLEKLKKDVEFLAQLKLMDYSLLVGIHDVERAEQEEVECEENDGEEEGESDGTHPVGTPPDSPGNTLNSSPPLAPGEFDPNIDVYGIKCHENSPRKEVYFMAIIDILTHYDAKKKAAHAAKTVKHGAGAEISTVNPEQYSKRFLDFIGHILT
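PI5P4Kalpha ADP-Glo assay; 5 microM ATP final; 60 min RT reaction; HEPES pH 7.4/EGTA/CHAPS, 5% DMSO; controls lacking substrate or enzyme; luminescent end-point.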
WRN helicase inh: qHTS for Inhibitors of WRN Helicase; Bifunctional 3'-5' exonuclease/ATP-dependent helicase WRN (Homo sapiens), Q14191; WRN helicase unwinding, fluorescent forked duplex, kinetic; Potency, µM (doses to about 114 µM), for the others: at the top dose activity change, negative = inhibition, usual class: inhibitors; hit rate 0.46% among 360,000; AID 651768, 2012; further: potency means the concentration at half of the fitted maximal effect; on the % scale 0 is the no-effect control and ±100 the full control effect; nearly all actives have a fitted effect of over 55% in size
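WRN at 20 nM final was preincubated with compound for 15 min at room temperature; reaction started with 100 nM forked duplex oligonucleotide carrying fluorophore and quencher plus 2 mM ATP (final). Unwinding followed kinetically by red fluorescence (ex 525/em 598 nm).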
* hit, by the source's call; ? = inconclusive; . = no result given; & = joins results of further samples; [ ] = remark or other dose. Unless noted, the call rests on the fitted dose curve; in most records, active means well fitted curve in the direction sought with a large enough effect; inconclusive means small, poorly fitted or top-dose-only effect, or another doubt; inactive means no such curve, though single readings can be large; an effect the other way counts as inactive or inconclusive.

SMILES	EPAC1 agonist	FUS suppressor	EPAC1 antagonist	PLK1 PBD inh	IL2 activator	Abeta yeast res	aSyn rescue	PI5P4K alpha inh	WRN helicase inh
CNC(=S)N(CCN(C)C)Cc1cc2cc3c(cc2[nH]c1=O)OCO3	-1%	2%	5%	-7%	0.7	3%	1%	3	35%
O=C(O)Cc1cn(Cc2ccc(F)cc2)c2ccccc12	4%	6%	3%	-3%	-3.9	32%	1%	2	-18%
Cc1nn(C)c(C)c1NC(=S)Nc1ccc(S(=O)(=O)Nc2ncccn2)cc1	-7%	18%	3%	-8%	-0.3	4%	8%	-6	-30%
O=C1CC(=O)OC(c2ccc([N+](=O)[O-])cc2)O1	-2%	-22%	4%	6µM*	-4.5	-58%[inhibitor]	?	1	-29%
CC(C)(C)C1CCC(=NNC(=O)c2ccccc2-n2cccc2)CC1 (stereo not drawn)	-4%	4%	6%	-5%	0.2	1%	-6%	3	-2%
COc1ccc(CC(=O)Oc2cc(C)[nH]c(=O)c2[N+](=O)[O-])cc1	-15%	-11%	7%	-2%	-2.3	-3%	-9%	-10	-13%[57.1 µM]
COc1cc(/C=C(\C#N)c2nc3ccccc3[nH]2)ccc1Oc1ccc([N+](=O)[O-])cn1	19%	33%	14%	9%	-0.3	8%	-17%	.	-23%
N=C(N)c1ccc(N)cc1	-19%	-34%	7%	-15%	-0.2	-5%	0%&1%	1	-4%
Cn1c(SCC(=O)NNC(=O)c2ccccc2)nnc1C1CC1	2%	-16%	24%	5%	-3.9	7%	1%	2	-3%
Cc1ccc2nc3n(c(=O)c2c1)-c1cc2ccccc2cc1C(=O)NC3CC(C)C (stereo not drawn)	-11%	0%	1%	-1%	-3.3	-6%	1%	-1	0%
CSc1ccc(C(=O)C2CCCN(C(=O)c3ccc(C)nc3)C2)cc1 (stereo not drawn)	5%	5%	-6%	-6%	-0.8	-6%	5%	1	-1%
O=C(O)CC1S/C(=N\N=C2CCCCCC2)N(c2ccccc2)C1=O (stereo not drawn)	0%	13%	0%	-9%	0.8	-7%	6%	-1	-7%
C=C(C)COc1ccc2c(C)c(CC(=O)N3C[C@H]4C[C@@H](C3)c3cccc(=O)n3C4)c(=O)oc2c1C	-20%	9%	-16%	-7%	-0.4	-8%	9%	-1	-1%
COCC1CCCCN1C(=O)c1ccc(OC)c(OC2CCN(C(C)C)CC2)c1 (stereo not drawn)	-19%	-18%	-15%	1%	-0.2	3%	4%	-3	4%
O=C(CSc1nnc(-c2ccc(F)cc2)o1)Nc1ccccc1N1CCOCC1	3%	6%	9%	0%	-0.5	-20%	?	-1	0%
CCOc1ccccc1NC=C1C(=O)OC2(CCCCC2)OC1=O	8%	-12%	6%	-4%	-2.2	1%	23%	.	-10%
CCOC(=O)c1[nH]c(C)c(C(=O)NCc2ccc(Cl)cc2)c1C	-10%	12%	-2%	-1%	0.4	-9%	-13%	.	3%
Cc1cc(C)c(C(=O)c2cccs2)c(C)c1	3%	-33%	6%	0%	-0.9	-14%	-5%	0	4%
CCOc1ccc(NC(=O)n2ncc3c(C)cccc32)cc1	10%	-26%	-7%	-13%	-1.6	-8%	-2%	26	-4%
O=C(CSc1nnc(-c2cccs2)n1Cc1ccco1)c1ccc2c(c1)OCO2	7%	11%	1%	-9%	0.2	-4%	7%	-7	-7%
COc1ccc(OC)c(CC(NC(C)=O)C(=O)NC2CCN(c3nnnn3-c3ccccc3)CC2)c1 (stereo not drawn)	-5%	-22%	13%	5%	-0.1	7%	0%	-2	0%
Cc1cc(C)cc(NC(=O)Cc2ccc(NC3=NC4CS(=O)(=O)CC4S3)cc2)c1 (stereo not drawn)	5%	4%	9%	-4%	-0.8	4%	1%	-3	-10%
S=C(Nc1ccccc1)N1CCN(c2ccccn2)CC1	7%	-14%	6%	-7%	-0.1	2%	-3%	-3	0%
COc1ccc(OC)c(N(CC(=O)NCCSc2ccccc2)S(C)(=O)=O)c1	-10%	22%	7%	-8%	-2.3	-16%	2%	.	4%
Cc1cc(Nc2ccc(F)cc2)c2ccccc2n1	6%	-14%	10%	0%	-2.0	8%	0%	0	1%

New compounds follow
SMILES	EPAC1 agonist	FUS suppressor	EPAC1 antagonist	PLK1 PBD inh	IL2 activator	Abeta yeast res	aSyn rescue	PI5P4K alpha inh	WRN helicase inh
O=C(Nc1ccc(S(=O)(=O)Nc2ncccn2)cc1)c1cnc(Cl)c(Cl)c1	-6%	11%	16%	3%	-0.4	6%	0%	-21	-13%
Cc1ccc(C(=O)NCCSC(C)(C)C)cc1	-3%	-10%	8%	-5%	-1.4	23%	-1%	3	0%
N=C1/C(=C\c2ccc(-c3cccc(Cl)c3)o2)C(=O)N=C2SC=C(c3ccccc3)N12	1%	39%	?	-21%	-1.3	-17%	-5%	-55*	?
CCOC(=O)C1=CN(Cc2ccco2)S(=O)(=O)N(CC)C1c1ccccc1 (stereo not drawn)	-1%	29%	-9%	-19%	-1.0	1%	2%	6	-6%
Nc1nc2cc(Cl)c(Br)cc2o1	-7%	.	-6%	1%	-5.4	-18%	3%	-1	3%
Cc1cc(C(=O)CCC(=O)N2CCN(c3ccccc3F)CC2)c(C)s1	-2%	37%	-13%	6%	0.3	-22%	11%	2	-3%
CC(C)Oc1cccc(NC(=O)C2(C)CCCN(C)C2)c1 (stereo not drawn)	-1%	-22%	14%	-1%	0.0	-13%	0%	2	8%
COc1ccc(/C=N/n2cnnc2SCCO)cc1OC	8%	16%	0%	-8%	-0.3	-7%	1%	-3	-1%
Cc1[nH]nc(SCC(=O)N2CCOCC2)c1[N+](=O)[O-]	6%	23%	8%	-26%	-0.3	-26%	1%	0	12%
COc1ccc(-c2noc(CCC(=O)O)n2)cc1	13%	.	13%	0%	-1.3	-4%	10%	1	-11%
c1ccc2c(c1)ncn2CCn1cnc2ccccc21	-2%	4%	-1%	-12%	-0.4	3%	6%	0	0%
O=C(COC(=O)c1cccs1)Nc1cccc(S(=O)(=O)NC2=NCCCCC2)c1	-2%	-17%	-18%	2%	-0.1	-2%	6%	10	3%
COCCNC(=O)c1cccc(NS(=O)(=O)c2cccc3cccnc23)c1	10%	-5%	8%	-1%	0.2	8%	-6%	1	-21%
CC(C)n1cnc2c(N(C)c3cccc(Cl)c3)nc(N(CCO)CCO)nc21	-5%	-6%	-1%	3%	-0.6	-3%	-1%	-2	-2%
O=C(O)C(CCCCN1C(=O)c2ccccc2C1=O)N1C(=O)c2ccccc2C1=O (stereo not drawn)	-3%	8%	11%	-3%	0.4	5%	0%	3	-8%
COc1ncnc(OC)c1S(=O)(=O)Nc1ccc(C(F)(F)F)cc1	-9%	-23%	-11%	-7%	-0.1	11%	9%	5	1%
Cc1ccccc1/C=N/N1C(=O)CSC1=S	-2%	-10%	1%	?	0.3	-15%	-12%	-4	2%
CCOC(=O)[C@]12CCCC=C1N(Cc1ccco1)C(=O)[C@H](CC(=O)NCc1ccc(OC)c(OC)c1)C2	5%	31%	2%	3%	0.2	-5%	1%	7	1%
CC(=O)Nc1cccc(-c2nnc(SCC(=O)n3c4c(c5ccccc53)CCCC4)n2C)c1	13%	-4%	-6%	-8%	-1.2	4%	8%	3	-1%
CCN(CC(=O)Nc1ccccc1C(=O)OC)S(=O)(=O)c1ccc(OC)cc1	14%	-14%	-24%	-5%	-0.4	6%[9.22 µM]	2%	10	-12%
CCC(C)C(=O)Nc1nccs1 (stereo not drawn)	11%	-6%	1%	-4%	0.3	-6%	1%	1	-3%

In the list so far, 8 have an aryl thioether with sulfur outside any ring:
SMILES	EPAC1 agonist	FUS suppressor	EPAC1 antagonist	PLK1 PBD inh	IL2 activator	Abeta yeast res	aSyn rescue	PI5P4K alpha inh	WRN helicase inh
Cn1c(SCC(=O)NNC(=O)c2ccccc2)nnc1C1CC1	2%	-16%	24%	5%	-3.9	7%	1%	2	-3%
CSc1ccc(C(=O)C2CCCN(C(=O)c3ccc(C)nc3)C2)cc1 (stereo not drawn)	5%	5%	-6%	-6%	-0.8	-6%	5%	1	-1%
O=C(CSc1nnc(-c2ccc(F)cc2)o1)Nc1ccccc1N1CCOCC1	3%	6%	9%	0%	-0.5	-20%	?	-1	0%
O=C(CSc1nnc(-c2cccs2)n1Cc1ccco1)c1ccc2c(c1)OCO2	7%	11%	1%	-9%	0.2	-4%	7%	-7	-7%
COc1ccc(OC)c(N(CC(=O)NCCSc2ccccc2)S(C)(=O)=O)c1	-10%	22%	7%	-8%	-2.3	-16%	2%	.	4%
COc1ccc(/C=N/n2cnnc2SCCO)cc1OC	8%	16%	0%	-8%	-0.3	-7%	1%	-3	-1%
Cc1[nH]nc(SCC(=O)N2CCOCC2)c1[N+](=O)[O-]	6%	23%	8%	-26%	-0.3	-26%	1%	0	12%
CC(=O)Nc1cccc(-c2nnc(SCC(=O)n3c4c(c5ccccc53)CCCC4)n2C)c1	13%	-4%	-6%	-8%	-1.2	4%	8%	3	-1%

One compound at a time, from the list above. Order of screens: EPAC1 agonist	FUS suppressor	EPAC1 antagonist	PLK1 PBD inh	IL2 activator	Abeta yeast res	aSyn rescue	PI5P4K alpha inh	WRN helicase inh
Listed for `O=C(O)C(CCCCN1C(=O)c2ccccc2C1=O)N1C(=O)c2ccccc2C1=O` (stereo not drawn) = -3%	8%	11%	-3%	0.4	5%	0%	3	-8%
Listed for `CCOC(=O)C1=CN(Cc2ccco2)S(=O)(=O)N(CC)C1c1ccccc1` (stereo not drawn) = -1%	29%	-9%	-19%	-1.0	1%	2%	6	-6%

Screening results: PubChem BioAssay, National Center for Advancing Translational Sciences (NCATS)
